# Statin myotox sup: protects C2C12 myotubes from simvastatin toxicity. ATP luminescence, 48 h; scaled: DMSO 0, geranylgeraniol control 100. rescue of ATP level, % at 7.49 µM. actives 0.78% (n = 330,000). AID 602340;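 active = mean ATP rescue above about 67%, or every replicate alone reaching that limit, limit read from the data, passing the limit was not always enough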;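 note: myotubes were challenged with 10 µM simvastatin during compound exposure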
# esBAF inh: blocks esBAF chromatin remodeling in mouse ES cells. Bmi1-luciferase knock-in reporter, 24 h; 100% = twice the neutral-well signal. reporter increase, % at 12.5 µM. actives 2% (n = 350,000); in the data active = activation above about 40%;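 note: 0% = median of the plate's neutral control wells and 100% = double that signal; a rise in the Bmi1 reporter signal indicates esBAF inhibition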
# S100A4 MyoIIA: S100A4-myosin IIA interaction inhibition | AID 652163 | actives 0.14% (n = 360,000) | S100A4/TAMRA-MyoIIA peptide fluorescence polarization | inhibition, % at 10.7 µM;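 active = mean inhibition of at least 70% across replicates, with every replicate also reaching that level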
# Target sequence (P26447 whole entry, looked up): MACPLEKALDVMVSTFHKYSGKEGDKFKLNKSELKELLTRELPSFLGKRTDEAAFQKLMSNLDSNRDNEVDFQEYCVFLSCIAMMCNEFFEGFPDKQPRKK
#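 Compound dosing: one dose per compound; test system: human S100A4 monomer with TAMRA-labelled myosin IIA peptide; probe or stimulus: TAMRA-labelled myosin IIA heavy-chain peptide probe, 5 nM; medium: HEPES buffer with Ca2+, pH 7.2; schedule: 5 min incubation before reading; benchmarks: neutral control DMSO, positive control TFP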
# FN deposit inh: fibronectin deposition inhibition. AH1F fibroblasts, Alexa488-fibronectin deposition fluorescence, overnight. inhibition, % at 12.6 µM. actives 0.086% (n = 350,000). AID 743247;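 active = mean inhibition across replicates of 30% or more, regardless of how many single replicates reach that level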;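 note: positive control wells lacked labelled fibronectin entirely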
#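 Material: AH1F fibroblast monolayer depositing Alexa488-labelled fibronectin into matrix / Amount: 10000 AH1F cells per well / Signal: fluorescence 485/525 nm / Medium: DMEM, 2% serum / Compound: single dose, pinned / Incubation: 1 h cell adhesion before compound, then overnight fibronectin incubation / Reagent: Alexa488-FN, 24 nM final / Read-out: inhibition of fibronectin deposition signal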
# CASP6 VEID inh: inhibitors of human caspase-6; P55212; purified caspase-6, Z-VEID-R110 cleavage fluorescence; inhibition, % at 12.5 µM; actives 0.53% (n = 350,000); AID 686996;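 active = mean inhibition across replicates at least about 35%, with every replicate also reaching that limit, limit read from the data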;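 note: 0% = median of neutral control wells and 100% = no fluorescence left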
# Target sequence (P55212 24-179 limits assumed): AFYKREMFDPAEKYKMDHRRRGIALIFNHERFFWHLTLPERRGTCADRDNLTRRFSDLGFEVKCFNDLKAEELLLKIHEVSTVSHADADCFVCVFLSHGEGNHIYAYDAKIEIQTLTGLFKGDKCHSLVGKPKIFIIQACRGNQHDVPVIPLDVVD
# Target sequence (P55212 194-293 limits assumed): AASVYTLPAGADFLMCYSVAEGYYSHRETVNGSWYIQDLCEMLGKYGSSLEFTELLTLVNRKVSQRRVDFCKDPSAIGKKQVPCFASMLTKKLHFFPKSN
# SIRT5 inh: inhibitors of human sirtuin-5 desuccinylase; actives 1.1% (n = 330,000); AID 652115; inhibition, % at 15 µM; Purified SirT5, succinyl-peptide AMC, trypsin-coupled fluorescence; in the data active = inhibition above about 15%
# Target sequence (Q9NXA8 whole entry, looked up): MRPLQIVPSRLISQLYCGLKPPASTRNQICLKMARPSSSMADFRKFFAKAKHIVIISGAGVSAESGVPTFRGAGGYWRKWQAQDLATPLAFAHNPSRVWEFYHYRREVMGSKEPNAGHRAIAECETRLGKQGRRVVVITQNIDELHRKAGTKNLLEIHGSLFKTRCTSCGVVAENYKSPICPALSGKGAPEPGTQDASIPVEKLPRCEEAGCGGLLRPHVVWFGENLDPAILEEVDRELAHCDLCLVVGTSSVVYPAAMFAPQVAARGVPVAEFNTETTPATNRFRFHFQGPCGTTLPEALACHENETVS
# LGR2 antag: Drosophila LGR2 receptor signaling inhibition; inhibition, % at 9.99 µM; actives 0.35% (n = 380,000); HEK293 LGR2, CRE-luciferase, bursicon-stimulated, 4 h; AID 720647;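 active = drop in luminescence signal, shown as inhibition above about 50% in the replicate tests, limit read from the data, passing the limit was not always enough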;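 note: agonist challenge used bursicon conditioned medium at about half maximal strength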
# * hit, by the source's call; x = no result given; & = joins results of further samples. Not all compounds are listed; rates above refer to the full screens.
item	Molecule	Statin myotox sup	esBAF inh	S100A4 MyoIIA	FN deposit inh	CASP6 VEID inh	SIRT5 inh	LGR2 antag
1	COc1ccccc1-c1ccc(SCc2cccc(F)c2)nn1	x	x	-14	-8	5	-2	-26
2	COc1ccccc1NC(=O)Nc1nnc(CC(=O)Nc2cccc(C)c2)s1	x	x	-1	3	-2	-3	-9
3	CCN1C(=O)CC(c2ccco2)Sc2ccccc21 (configuration not stated)	12	-8	x	-13	x	x	-10
4	C[C@@H]1CN([C@H](C)CO)C(=O)c2cc(NC(=O)Nc3ccc4c(c3)OCO4)ccc2O[C@@H]1CN(C)Cc1ccc(-c2ccccc2)cc1	x	4	1	x	-2	3	7
5	CO[C@H]1CN(C)C(=O)c2ccc(NC(=O)c3cc(C)on3)cc2OC[C@H](C)N(C(C)=O)C[C@@H]1C	x	x	5	7	-1	-1	-39
6	COc1ccccc1OCCn1cc(C(=O)O)c2ccccc21	-9	-7	-2	-5	9	0	29
7	C[C@H]1CN([C@@H](C)CO)S(=O)(=O)c2ccc(Br)cc2O[C@@H]1CN(C)Cc1cccnc1	-15	-3	-4	-4	-1	-1	-12
8	CN1C(=O)c2ccccc2N(C)C1c1ccc(F)cc1 (configuration not stated)	21	0	-5	0	-1	-14	-6
9	O=C(CCCc1nc2ccccc2s1)NC1CCOC1=O (configuration not stated)	x	x	-5	x	4	1	24
10	CCCCc1c(C)[nH]c(C(=O)OCC)c1C	x	x	-23	6	-2	x	0
11	CCOC(=O)c1c(C)oc(=O)c(CC)c1O	x	x	-2	0	0	-1	5
12	COc1ccccc1NS(=O)(=O)c1cc(NC(=O)c2cc3ccccc3oc2=O)ccc1C	x	x	-1	x	0	0	-15
13	COc1ccc(NC(=S)N2CCC(Cc3ccccc3)CC2)cc1OC	x	x	-9	5	1	2	16
14	C[C@@H]1CN([C@@H](C)CO)C(=O)c2cc(C#Cc3cccc(F)c3)cnc2O[C@@H]1CN(C)C(=O)C1CCOCC1	49	11	x	x	x	x	-4
15	O=C(c1cccs1)N1CCCC(c2nc3c(nnn3Cc3ccc(F)cc3)c(=O)[nH]2)C1 (configuration not stated)	6	8	-2	-12	12	2	2

# Reprinted at random: three compounds from above
item	Molecule	Statin myotox sup	esBAF inh	S100A4 MyoIIA	FN deposit inh	CASP6 VEID inh	SIRT5 inh	LGR2 antag
2	COc1ccccc1NC(=O)Nc1nnc(CC(=O)Nc2cccc(C)c2)s1	x	x	-1	3	-2	-3	-9
9	O=C(CCCc1nc2ccccc2s1)NC1CCOC1=O (configuration not stated)	x	x	-5	x	4	1	24
1	COc1ccccc1-c1ccc(SCc2cccc(F)c2)nn1	x	x	-14	-8	5	-2	-26

# Next part:
item	Molecule	Statin myotox sup	esBAF inh	S100A4 MyoIIA	FN deposit inh	CASP6 VEID inh	SIRT5 inh	LGR2 antag
16	CCCCNc1c(-c2ccc(OC)c(SC(C)CC)c2)nc2cc(C)ccn12 (configuration not stated)	-146	-33	4&-4	-6&-14	4&1	x	32&-5
17	COC(=O)c1ccc(NC(=O)COc2cccc(-n3cnnn3)c2)cc1	1	-7	1	-10	1	3	12
18	O=[N+]([O-])c1ccccc1S(=O)(=O)Nc1cccc(-c2ccc3nncn3n2)c1	-13	-6	-23	x	1	-1	-14
19	O=C(Cc1cccnc1)N[C@@H]1CC[C@@H](CCNS(=O)(=O)c2ccccc2Cl)O[C@H]1CO	-11	-7	-1	-9	-1	8	2
20	CCO[C@H]1OC(C(=O)N2CCN(C)CC2)=C[C@@H](c2ccc(C(F)(F)F)cc2)[C@@H]1CCCO	-2	-9	5&-4	-13	-3&-1	3	10
21	COCCNC(=O)C1(C)CCCN(C(=O)c2cc(F)ccc2C)C1 (configuration not stated)	-2	-5	3	0	0	-4	19
22	CN1CCN(CC(=O)Nc2ccccc2Oc2ccccc2)CC1	7	-10	0	-1	2	-3	x
23	O=C(NCC(c1cccs1)N1CCOCC1)c1ccccc1NS(=O)(=O)c1cc([N+](=O)[O-])ccc1Cl (configuration not stated)	-3	-6	-1	10	-1	2	-17
24	COc1ccc(-n2nc3c(c2NC(=O)c2ccc(Br)cc2)CS(=O)C3)cc1 (configuration not stated)	7	-7	-2	-2	2	0	-11
25	CC(C)C#Cc1ccc([C@@H]2[C@@H](CO)N3C(=O)CN(C(=O)NC4CCCC4)C[C@H]23)cc1	x	x	6	-7	1	11	-5
26	COc1ccc2c3c(n(C)c2c1)[C@H](CO)N(C(=O)Nc1ccc(F)cc1)CC31CN(C(=O)c2ccccc2F)C1	x	x	-3	x	-2	9	8
27	Cc1nc2ccccc2c(=O)n1/N=C/c1ccccc1F	-1	24	3	4	2	1	-32
28	Cc1noc(C)c1NC(=O)Nc1cccc2c1O[C@H](CN(C)CC1CCCCC1)[C@H](C)CN([C@@H](C)CO)C2=O	28	-4	3	x	-1	-1	-9
29	COc1ccc(CN(C)C[C@@H]2Oc3ccc(NC(=O)Nc4ccccc4)cc3CC(=O)N([C@@H](C)CO)C[C@H]2C)cc1	-3	-1	-4	x	-3	1	9
30	CC(=O)NS(=O)(=O)c1ccc(NC(=O)c2ccc(-n3nc(C)cc3C)cc2)cc1	6	5	-4	9	0	-1	x
31	CC(C)C(=O)NCc1cc(-c2ccccc2)no1	x	x	-4	-4	3	-1	7
32	CN(Cc1cnn(C)c1)C(=O)c1ccc(OC2CCN(CCc3ccccc3)CC2)cc1	x	x	-2	5	-5	-1	5
33	CCCCOCCCNC(=O)C[C@@H]1C[C@@]2(C(=O)OC)CCCCC=C2N(Cc2ccco2)C1=O	x	x	-4	-4	3	-1	-29
34	C[C@H]1CN([C@@H](C)CO)S(=O)(=O)c2ccc(-c3ccccc3)cc2O[C@H]1CN(C)CC1CC1	10	-3	2	3	-1	4	-14
35	Cc1ccccc1-c1cnc2c(c1)C(=O)N([C@@H](C)CO)C[C@H](C)[C@H](CN(C)Cc1ccncc1)O2	-33	-3	-6	x	-1	3	-3
36	Cc1ccc(O)c(C2=NOC(O)(C(F)(F)C(F)F)C2)c1 (configuration not stated)	57	-1	-19	x	5	-2	23
37	O=C(Cn1nc(-c2ccccc2)ccc1=O)Nc1ccc(-n2cnnn2)cc1	-22	-5	4	-5	-1	-2	5
38	O=C1C2C3C=CC(C3)C2C(=O)N1c1ncc([N+](=O)[O-])s1 (configuration not stated)	2	-3	-3	4	4	x	-24
39	O=C(CSc1nncn1-c1ccccc1F)NC1CCCCC1	-1	38	-9	x	-4	-4	-16
40	O=C(COC(=O)Cc1ccccc1F)Nc1ccc(SC(F)F)cc1	x	x	-5	4	-1	0	-11
41	COc1cc(C2N(c3ccccc3)CCN2c2ccccc2)cc(OC)c1OC	37	24	x	-9	x	x	x
42	Cc1csc(CN(C)C(=O)c2cn(Cc3cccc4ccccc34)nn2)n1	x	x	-2	3	2	-2	-7
43	O=C(O)CSc1nnc(NC(=O)c2ccc3c(c2)OCO3)s1	x	x	-8	-4	x	0	27
44	Cc1cccc2cc3ccccc3nc12	x	x	-21	4	2	-1	-8
45	CCN(CC)CCNC(=O)c1ccc(NC(=O)/C=C/c2ccc3ccccc3n2)cc1	-40	13	-11	x	-17	0	5

# Molecules from the list above that contain a furan ring, fused or not (2):
item	Molecule	Statin myotox sup	esBAF inh	S100A4 MyoIIA	FN deposit inh	CASP6 VEID inh	SIRT5 inh	LGR2 antag
3	CCN1C(=O)CC(c2ccco2)Sc2ccccc21 (configuration not stated)	12	-8	x	-13	x	x	-10
33	CCCCOCCCNC(=O)C[C@@H]1C[C@@]2(C(=O)OC)CCCCC=C2N(Cc2ccco2)C1=O	x	x	-4	-4	3	-1	-29

# (more compounds)
item	Molecule	Statin myotox sup	esBAF inh	S100A4 MyoIIA	FN deposit inh	CASP6 VEID inh	SIRT5 inh	LGR2 antag
46	Cc1ccc2c(c1)c1c3n2CCN(CC(N)=O)C3CCC1 (configuration not stated)	2	17	-1	15	-5	-1	-40
47	COCC#Cc1ccc2c(c1)O[C@H](CN(C)S(=O)(=O)c1cccc(OC)c1)[C@@H](C)CN([C@H](C)CO)S2(=O)=O	-34	4	5	x	-2	2	-1
48	CO[C@H]1CN(C)C(=O)c2cc(NC(=O)C3CCC3)ccc2OC[C@@H](C)N(C)C[C@@H]1C	-2	-2	0	-5	x	-9	4
49	COc1ccc(CN(C)C[C@@H]2OCCCC[C@@H](C)Oc3ccc(NC(=O)c4ccncc4)cc3C(=O)N([C@H](C)CO)C[C@H]2C)cc1	x	-1	-20	-9	0	-3	-1
50	Cc1cc(Cl)cc(C)c1OCC(=O)NC1CCCCCC1	-15	15	-19	-13	4	-3	-14
51	CC(C)c1ccc2[nH]c(O)c(N=NC(=O)c3cccc(S(=O)(=O)Nc4cccc(Cl)c4)c3)c2c1	x	x	0	2	-1	2	3
52	Cc1cc(C)c2nc(SCCC#N)nc(C)c2c1	-17	15	x	x	x	x	-11
53	Cc1ccc(S(=O)(=O)N2C[C@H]3n4c(=O)ccc(=O)n4C[C@H](OC(=O)NCC4CCCCC4)[C@@]3(O)C2)cc1	-9	-84	-8	-5	1	9	25
54	CC(NC(=O)COC(=O)c1ccc(Br)o1)c1ccccc1 (configuration not stated)	9	x	-1	1	-4	0	1
55	COCCN1C(=O)c2cc(C(=O)Nc3ccc(OC)c(OC)c3)ccc2C1Nc1ccc(OC)c(OC)c1 (configuration not stated)	x	x	0	-5	0	0	27
56	COc1ccc(-n2ncc3c2CC(C)(C)CC3NC(=O)c2oc(C)cc2C)cc1 (configuration not stated)	7	19	0	3	1	-2	-6
57	CC(=O)Nc1cccc(NC(=O)c2cccc(-c3ccc(O)cc3)c2)c1	20	-5	3	12	3	0	4
58	O=C1CN(C(=O)COC(=O)COc2ccccc2)c2ccccc2N1	-7	-10	-2	0	1	1	7
59	COC(=O)C1(C)Nc2ccccc2C(=O)N1c1ccccc1C (configuration not stated)	2	-18	2	-21	1	x	1
60	O=C(NCc1cccnc1)c1ccccc1NS(=O)(=O)c1ccc(F)cc1	7	-5	-3	10	4	-1	11
61	NS(=O)(=O)c1ccc(NNC(=O)c2sccc2Cl)cc1	x	x	2	-3	-1	-6	11
62	O=C(Nc1ccc2c(c1)OCCO2)c1ccco1	-2	-6	-5	x	0	-1	8
63	CCS(=O)(=O)N1CCCCN2[C@H](C1)[C@@H](c1ccc(-c3cccc(C#N)c3)cc1)[C@@H]2CO	x	x	15	x	-2	-2	-8
64	CO[C@H]1CN(C)C(=O)c2ccc(NC(=O)c3cnccn3)cc2OC[C@@H](C)N(C(C)=O)C[C@H]1C	-4	-2	5	6	2	-11	-1
65	CC1=C(C(=O)Nc2cc(C(=O)N3CCN(c4cccc(C)c4)C(C)C3)ccc2C)SCCO1 (configuration not stated)	-42	5	-2	6	1	2	15
66	Cc1ccc(C(=O)Nc2cccc(O)c2)cc1S(=O)(=O)N1CCCCCC1	-24	57*	-6	4	1	0	-45
67	COC(=O)C1=CN(c2cccc(OCc3ccccc3)c2)C(N)=C(C#N)C1c1cccc(F)c1 (configuration not stated)	x	x	-1	2	0	9	-5
68	O=C1N(c2ccccc2C(F)(F)F)O[C@@]1(c1ccccc1)C1CCCC1	-5	5	0	-1	-1	x	16
69	COc1ccc(C(=O)N/N=C(\Cc2ncc[nH]2)c2ccccc2)cc1	-3	27	-3	-1	-1	1	-12
70	Cc1ccccc1NS(=O)(=O)c1cc(C(=O)NCCC2=CCCCC2)ccc1C	-2	4	1	x	-1	-1	13
71	O=C(C[C@H]1C=C[C@H](NC(=O)Cc2ccccn2)[C@H](CO)O1)NCCc1ccncc1	-6	-7	-2	-23	2	-3	-4
72	Cc1noc(C)c1NC(=O)NCC[C@@H]1CC[C@H](NC(=O)c2ccccc2)[C@H](CO)O1	-4	1	-6	x	1	-6	-11
73	CSc1ncccc1C(=O)Nc1ccc2c(c1)OCO2	-9	8	9	-4	0	-2	-10
74	Cc1ccc(C)c(C(=O)CSc2nc(N)cc(=O)[nH]2)c1	-5	-7	-17	3	-1	-1	-11
75	O=c1[nH]cnc2c1ncn2[C@@H]1O[C@H](COS(=O)(=O)O)[C@@H](O)[C@H]1O	-24	-7	2	2	-3	2	-8
